High-throughput results deposited in PubChem BioAssay by several laboratories.
M. tuberculosis GlmU = inhibition of mycobacterial GlmU enzyme – biochemical, glucosamine-1-phosphate acetyltransferase (AID 1376); M. tuberculosis GlmU acetyltransferase enzyme assay; higher % means a stronger effect; one-dose inhibition, %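 (tested at 30 µM in the primary screen)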; IC50 in µM for titrated hits; 0.25% of 220,000 active; in the data active means inhibition above about 13%; inconclusive means no clear call, values can overlap the other calls;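 further: 0% = complete reaction with vehicle and 100% = reaction without substrate; strong numbers were not always called active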
RmlCD inh 1536 = M. tuberculosis RmlC/RmlD inhibition. P9WH09+P9WH11. RmlC+RmlD coupled enzyme assay, percent inhibition; primary screen in compound mixtures. inhibition, % at 3.6 µM. 0.03% of 160,000 active; in the data active means inhibition mostly above about 34%, no sharp cut-off; inconclusive means no clear call, values can overlap the other calls; inactive means mostly below about 22%; further: some results filed as inactive read as strong as hits
Target sequence (P9WH09 whole entry, looked up): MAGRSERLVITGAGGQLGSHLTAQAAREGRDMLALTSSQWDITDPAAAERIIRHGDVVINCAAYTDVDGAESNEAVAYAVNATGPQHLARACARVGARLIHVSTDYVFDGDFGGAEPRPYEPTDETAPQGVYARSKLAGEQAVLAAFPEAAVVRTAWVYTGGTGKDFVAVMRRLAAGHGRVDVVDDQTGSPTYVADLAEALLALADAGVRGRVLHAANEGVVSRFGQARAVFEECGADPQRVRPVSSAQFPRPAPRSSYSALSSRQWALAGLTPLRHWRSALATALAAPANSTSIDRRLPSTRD
Target sequence (P9WH11 whole entry, looked up): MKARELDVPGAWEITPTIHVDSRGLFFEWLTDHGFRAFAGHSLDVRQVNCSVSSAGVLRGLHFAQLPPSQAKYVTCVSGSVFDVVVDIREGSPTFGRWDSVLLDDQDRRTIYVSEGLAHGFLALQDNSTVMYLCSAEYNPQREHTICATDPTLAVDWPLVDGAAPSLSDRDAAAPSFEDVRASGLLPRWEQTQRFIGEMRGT
An asterisk follows results filed as active; ? = inconclusive; nt = no result given.

Compound | RmlCD inh 1536 | M. tuberculosis GlmU
Cc1ccc2c(c1)N(CC(=O)NCc1ccco1)C(=O)C(C(C)C)O2 (centres undefined) | 16 | -0.4%
CCOc1ccc(NS(=O)(=O)c2ccc3[nH]c(=O)c(=O)[nH]c3c2)cc1 | -6 | -4.0%
CCOC(=O)c1c(-c2cccc([N+](=O)[O-])c2)csc1NC(=O)CCCOc1ccccc1OC | -7 | 2.8%
c1cncc(-c2csc(NCc3ccco3)n2)c1 | 95 | -0.5%
O=C(Nc1cccc(C(F)(F)F)c1)N1CCN(C(=O)Nc2cccc(C(F)(F)F)c2)CC1 | nt | -0.8%
O=C(NC(=S)NCCc1ccc(Cl)cc1)c1ccco1 | 31 | 2.0%
O=C(OCC(=O)c1ccccc1Br)c1ccncc1 | 1 | -2.1%
O=C(/C=C/c1cccc([N+](=O)[O-])c1)N(c1ccccn1)c1ccccn1 | nt | -3.6%
O=C1/C(=C\c2ccncc2)N2CCC1CC2 | -2 | 8.2%
CCOC(=O)C1(Cc2cccc(F)c2)CCN(Cc2nc(CC)[nH]c2C)CC1 | 2 | -3.3%
COC(=O)C1(c2ccccc2)NC(c2cccs2)C2C(=O)N(C)C(=O)C21 (centres undefined) | 10 | -4.1%
CCCn1nnnc1NC(=O)COc1ccc(Cl)c(C)c1 | -7 | 0.5%
CCOC(=O)c1cccc(-n2c(C)cc(C=O)c2C)c1 | -14 | 5.5%
CCOC(=O)c1[nH]c2cc3c(cc2c1NC(=O)CN1CC(C)CC(C)C1)OCO3 (centres undefined) | 1 | nt
CCOc1ccc(NS(=O)(=O)c2ccc(OCC(=O)N3CCCC3)cc2)cc1 | 9 | 0.1%
COC(=O)CN(n1cnnc1)S(=O)(=O)c1ccc(C)cc1 | 86 | 5.3%
COc1cccc(NC(=O)C(=O)NCCCn2ccnc2)c1 | -4 | 7.4%
CSc1ccccc1NC(=O)CN(C)CC(=O)NCc1ccccc1 | 4 | 5.8%
COc1ccc(CNC(=O)C/C(C)=N/NC(=O)COc2ccc(Br)cc2)cc1 | -4 | 0.5%
Cc1ccc(C(=O)COC(=O)CCC(=O)NC2CCCCC2)cc1C | nt | 0.1%
Cc1c(N=C2SC(CC(=O)Nc3ccccc3)C(=O)N2CCN2CCOCC2)c(=O)n(-c2ccccc2)n1C (centres undefined) | -11 | 2.5%
Cc1cc(-c2ccccc2)nc(Oc2cccc(C(F)(F)F)c2)c1S(C)(=O)=O | 3 | -0.4%
O=C(Cc1cc(C(=O)O)c2ccccc2n1)Nc1ccccc1 | 3 | 1.2%
Nc1cc(=O)n(Cc2ccccc2)c(=O)n1-c1ccc(F)cc1 | nt | -5.9%
COCc1cc(C)nc(Nc2ccc(C)cc2C)c1C#N | 6 | 2.7%
Brc1ccc(Oc2ncc(CN3CCN(c4ccccc4)CC3)s2)cc1 | -7 | -5.5%
COc1ccc(CC(=O)Nc2cccc(C(=O)Nc3ccccc3C(=O)O)c2)cc1OC | -10 | 8.6%
CCCN(CC#CC(O)(c1ccccc1)c1cccnc1)CCC (centres undefined) | nt | 6.2%
Cc1ccc(CNC(=O)c2nc3nc(C)cc(C)n3n2)cc1 | -2 | 0.8%
O=C(Nc1nnc(-c2ccco2)o1)c1ccc(N2C(=O)CCC2=O)cc1 | 13 | 2.9%

Compound profiles, as listed above:
`COC(=O)C1(c2ccccc2)NC(c2cccs2)C2C(=O)N(C)C(=O)C21` (centres undefined) is listed with RmlCD inh 1536: 10; M. tuberculosis GlmU: -4.1%
`O=C(NC(=S)NCCc1ccc(Cl)cc1)c1ccco1` is listed with RmlCD inh 1536: 31; M. tuberculosis GlmU: 2.0%
`Cc1ccc(C(=O)COC(=O)CCC(=O)NC2CCCCC2)cc1C` is listed with RmlCD inh 1536: nt; M. tuberculosis GlmU: 0.1%

Next entries.
Compound | RmlCD inh 1536 | M. tuberculosis GlmU
CN(C)CC1CCCCC1OC(=O)c1ccc(Cl)cc1 (centres undefined) | -1 | -3.5%
Cc1ccccc1C(=O)Nc1nnc(-c2ccco2)s1 | -9 | -2.0%
Cc1nc2ccccc2n1C1CC(=O)N(N(C)C)C1=O (centres undefined) | 11 | 1.5%
NS(=O)(=O)c1cccc(NC(=O)CNC(=O)CC23CC4CC(CC(C4)C2)C3)c1 | -10 | 2.9%
CCCc1cc(=O)[nH]c(SCC(=O)N(CC)C2CCS(=O)(=O)C2)n1 (centres undefined) | 0 | 3.6%
CCOCCCNCC(=O)N1CCN(S(=O)(=O)c2ccc(C)cc2)CC1 | -6 | 5.2%
CCn1c(O)c(/C=N/N=C2CCCCC2)c2cc(C3=NNC(=O)CC3)ccc21 | 15 | -6.1%
COc1ccc(CNC(=O)COC(=O)c2ccco2)cc1 | 9 | -3.3%
COc1ccc(NC(C)=O)cc1NC(=O)CSc1nnc(-c2cccnc2)n1C | -4 | -0.9%
COc1ccccc1CC1(C)NC(=O)N(CC(=O)Nc2cc(C)on2)C1=O (centres undefined) | -4 | 5.5%
CCOc1ccc(Nc2nc(C)cc(C)c2C#N)cc1 | 3 | -5.0%
Cc1ccccc1NC(=O)C(=O)N/N=C/c1cccc(Br)c1 | 8 | 2.4%
Cc1cc(Sc2ncnc(N)c2[N+](=O)[O-])ncn1 | -5 | 6.9%
Cc1cc2c(c(=O)n1CCc1ccccc1)C(c1ccco1)C(C#N)=C(N)O2 (centres undefined) | 3 | 3.7%
COc1ccc(C)cc1NC(=O)C1CC(=O)OC12CCCCC2 (centres undefined) | 6 | nt
Cn1c(=O)c2c(ncn2CCCl)n(C)c1=O | -10 | -3.4%
Cn1nc(C(C)(C)C)cc1C(=O)NCc1cc(F)cc2c1OCOC2 | 5 | 1.4%
C=C(C)C1CC=C(C)/C(=N\NC(=O)CNc2ccccc2OC)C1 (centres undefined) | nt | 4.1%
COc1ccc(C(=O)O)cc1F | -2 | 3.3%
O=C(c1ccccc1)c1ccc2nc(Nc3ccccc3)c3nncn3c2c1 | 6 | 3.6%
CCOc1c2ccc(C(=O)NCCc3ccc(C)cc3)cc2nn1CC | ? | -4.7%
CC1(OC(=O)C2CCCC2)C(=O)C=C2C=C(c3ccsc3)N(CCN3CCOCC3)C=C2C1=O (centres undefined) | nt | -3.4%
COC(=O)c1ccc(CN2C(=O)NC3(CCC(C)CC3)C2=O)o1 (centres undefined) | nt | 3.0%
Cc1cccc[n+]1CC(=O)Nc1cccc([N+](=O)[O-])c1 | 7 | -3.5%
Cc1nnc(NCCc2ccccc2)[nH]c1=O | 11 | 1.3%
Cc1ccccc1C1C(C#N)=C2N=C(N)c3c(sc4c3CCCCC4)N2C2=C1C(=O)CC(C)(C)C2 (centres undefined) | -4 | 2.8%
COc1ccc(C)cc1S(=O)(=O)Nc1cccc(Cl)c1Cl | nt | 5.5%
CCCCNc1cc(F)nc(N)n1 | 0 | 0.1%
Cc1ccc(C(=O)C2=C(O)C(=O)N(c3ncccn3)C2c2ccc(Cl)cc2)o1 (centres undefined) | nt | -2.9%
O=c1[nH]n(-c2ccc(F)cc2)c2ncccc12 | 9 | 0.5%
Cc1nn(C(C)C(=O)O)c2ccccc12 (centres undefined) | -1 | 1.2%
CC(=O)N1CCC(=NNc2nc3ccccc3[nH]2)CC1 | 11 | -5.6%
CCC(c1nnnn1CC1CCCO1)N(CCCO)Cc1cc2cccc(C)c2[nH]c1=O (centres undefined) | nt | -0.2%
O=C(COc1ccc(/C=N/NS(=O)(=O)c2ccccc2)cc1)NCCc1ccccc1 | nt | -3.4%
O=c1/c(=C\c2ccc(O)cc2)sc2nc(-c3ccccc3)c(-c3ccccc3)n12 | 6 | -5.2%
CC(=O)Nc1cccc(-n2nnc(SCC(=O)N(C)c3ccccc3)n2)c1 | nt | 4.3%
CCCCc1nc2ccccc2c(NC(=O)CN2CCCC2)c1CCC | nt | -3.4%
Cc1cccc(N/N=C(\C#N)S(=O)(=O)C(C)(C)C)c1 | 6 | -1.3%
Cc1nnc(N/N=C\c2ccc(-c3ccccc3[N+](=O)[O-])o2)n1N | -11 | -5.4%
CCOC(=O)CC1COc2ccccc2N1C(=O)c1ccc(C)cc1 (centres undefined) | 5 | -1.0%
CCCCC(=O)Nc1ccc(NC(=O)c2ccccc2OC)cn1 | nt | 3.4%
CCOC(=O)c1nnc2cc(-c3ccc(Br)cc3)nn2c1C | nt | -8.8%
Cc1ccc2[nH]c(=O)c(CN(Cc3cccnc3)C(=O)c3ccncc3)cc2c1 | nt | 2.6%
Cc1cccc(CCNc2nc3ccccc3n3nnnc23)c1 | nt | 1.0%
O=C(c1c[nH]c(C(=O)N2CCN(c3ccccc3F)CC2)c1)c1cccc(Cl)c1Cl | 15 | -5.8%
COC(=O)c1sc(NC(=O)c2oc3ccccc3c2C)nc1C | 5 | -3.7%
O=C1CCCCC1C(=O)c1ccccc1 (centres undefined) | 44 | 6.2%
O=C(O)Cn1nc(C(F)(F)F)c2c1CCCCC2 | -7 | 2.1%
COc1cccc(-c2nc(CS(=O)(=O)CC(=O)NCCCOC(C)C)c(C)o2)c1 | 14 | 4.8%
Cc1cc(C)n(CCCNCC(O)c2ccccc2)n1 (centres undefined) | nt | 5.6%

(next part)
Compound | RmlCD inh 1536 | M. tuberculosis GlmU
O=C(NC(=S)N1CCCCC1)c1cccs1 | -6 | 0.0%
COC(=O)c1ccc(N2CCOCC2)c(NC(=O)Nc2cccc(OC)c2)c1 | 11 | -0.6%
CCOC(CNC(=O)c1ccc(CNC(=O)c2ccc(OC)c(OC)c2)cc1)OCC | -11 | 5.1%
COc1ccc(CCNC(=O)/C=C/c2ccc(C)cc2)cc1OC | nt | 5.6%
O=C(CCN1C(=O)C2C3C=CC(C3)C2C1=O)NCC1CCCO1 (centres undefined) | 21 | 1.4%
CCC(=O)Oc1ccc2c(C)c(Cl)c(=O)oc2c1 | 43* | 0.1%
COCCNC(=O)COc1ccc(C)cc1C | nt | 0.5%
Fc1cccc(Nc2nc(Cl)nc(Cl)n2)c1 | -6 | 0.6%
CCc1nnc(NC(=O)Cn2nc(-c3ccccc3OC)ccc2=O)s1 | -2 | 2.1%
Fc1ccccc1-n1[nH]nnc1=S | -7 | 5.9%

4 compounds picked at random from those above, as already listed:
Compound | RmlCD inh 1536 | M. tuberculosis GlmU
CCC(=O)Oc1ccc2c(C)c(Cl)c(=O)oc2c1 | 43* | 0.1%
CCOC(CNC(=O)c1ccc(CNC(=O)c2ccc(OC)c(OC)c2)cc1)OCC | -11 | 5.1%
COCCNC(=O)COc1ccc(C)cc1C | nt | 0.5%
Fc1ccccc1-n1[nH]nnc1=S | -7 | 5.9%

Next entries
Compound | RmlCD inh 1536 | M. tuberculosis GlmU
CCCCn1c(=O)nc2n(-c3ccccc3C)c3ccccc3cc-2c1=O | -3 | 6.5%
COc1ccc(N2C(=O)C3CCCN3C2c2ccccc2)cc1Cl (centres undefined) | 4 | -3.4%
N=c1ccn2c(n1)OC1C(O)C(CO)OC12 (centres undefined) | -15 | -2.5%
O=[N+]([O-])c1c(Nc2ccc(O)cc2)cc(N2CCOCC2)c2nonc12 | 8 | -4.8%
COC(=O)C(C(=O)OC)c1ccc(N)cc1 | -4 | -5.4%
O=C(O)CCC(=O)N1c2ccccc2NC2=C(C(=O)CC(c3ccc(F)cc3)C2)C1c1ccc([N+](=O)[O-])o1 (centres undefined) | -3 | -4.7%
CCC/C(O)=C1\C(=O)CC(C)(C)CC1=Nc1ccccc1OC | -7 | 8.2%
Cc1ccc(C(C(=O)NCc2ccco2)N(CC2CCCO2)C(=O)Cn2nnc3ccccc32)cc1 (centres undefined) | nt | 7.8%
c1ccc(-n2ncc3c2ncn2cnnc32)cc1 | -16 | 0.7%
COc1cc(NC(=O)Cc2ccc(Cl)cc2)ccc1NC(=O)c1ccco1 | nt | 0.0%
CC1CCCCC1NC(=O)COC(=O)Cc1ccc(Br)cc1 (centres undefined) | 4 | 0.4%
O=C(NCc1ccc(Cl)cc1)C1CCN(c2cnccn2)CC1 | -7 | -0.6%
Cc1ccc(SCC(=O)N2CCCC2)cc1 | 25 | 7.2%
CN(CCCN1CCOCC1)Cc1cn(C)nc1-c1ccccc1F | nt | -0.3%
CCN(CC(N)=O)S(=O)(=O)c1ccc(F)cc1 | nt | 1.6%
COc1cc(OC)c(OC)cc1/C=C/c1cc(C(F)(F)F)[nH]c(=O)n1 | -8 | 2.3%
CNC(=S)NN(c1ccccc1)c1ccccc1 | -6 | 9.4%
CC(NC(=O)Nc1ccc([N+](=O)[O-])cc1)C(c1cccs1)N1CCCC1 (centres undefined) | nt | -5.5%
O=C(Cc1cccs1)Nc1nc(-c2ccccc2)cs1 | -3 | -4.2%
O=C(Nc1ccccc1F)c1ccc2nc(N3C(=O)CCC3=O)sc2c1 | 73 | 1.8%
CCC(C)c1ccc(NC(=S)Nc2ccc(OC)c(OC)c2)cc1 (centres undefined) | 20 | 4.6%
Cc1ccc(CNC(=O)c2ccccc2N(C)S(C)(=O)=O)cc1 | 8 | -6.4%
COc1ccccc1C(C)NCC(=O)NCC(=O)Nc1ccc(F)c(F)c1F (centres undefined) | 1 | 7.1%
CCOC(=O)c1cccc(NC(=O)Nc2ccc3c(c2)C(=O)OC3)c1 | 4 | -0.8%
C=CCN(C(=O)Nc1ccc2c(c1)nc(C)n2C)c1ccccc1 | 11 | -3.4%
COc1ccc(OC)c(S(=O)(=O)Nc2ccc(CC(=O)O)cc2)c1 | nt | 6.4%

These rows are one share of the data; rates above refer to the full screens.
